Glioma ERSR ind: qHTS for Inducers of the Endoplasmic Reticulum Stress Response (ERSR) in Human Glioma: qHTS; actives 0.02% (n = 420,000); AID 602332, 2012; Potency, µM, for inactives: at the highest dose activation, hits mostly activators; U87-MG GRP78 promoter luciferase reporter, 16 h; also: potency is read from the fitted curve at half-maximal effect; series mostly up to about 76 µM; % of control where 0% means no effect; nearly all actives have a fitted effect of over 35% in size
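ERSR induction read as luciferase luminescence (Bright-Glo, 10 min at room temperature) in stably transfected human U87-MG glioma cells exposed to compounds for 16 h, using GRP78 as sensor.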
D2 potentiator: HTS Assay for Positive Allosteric Modulators of the Human D2 Dopamine Receptor: Primary Screen for Potentiators; potentiation, % at 10 µM; D(2) dopamine receptor (Homo sapiens), P14416; actives 0.34% (n = 340,000); AID 485347, 2010; HEK293 T-REx D2, calcium flux, EC20 dopamine potentiation;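 active = potentiation over 3 SD above the plate norm, cut at about 30% in these data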; also: 0% is about no effect
Target sequence (P14416 whole entry, looked up): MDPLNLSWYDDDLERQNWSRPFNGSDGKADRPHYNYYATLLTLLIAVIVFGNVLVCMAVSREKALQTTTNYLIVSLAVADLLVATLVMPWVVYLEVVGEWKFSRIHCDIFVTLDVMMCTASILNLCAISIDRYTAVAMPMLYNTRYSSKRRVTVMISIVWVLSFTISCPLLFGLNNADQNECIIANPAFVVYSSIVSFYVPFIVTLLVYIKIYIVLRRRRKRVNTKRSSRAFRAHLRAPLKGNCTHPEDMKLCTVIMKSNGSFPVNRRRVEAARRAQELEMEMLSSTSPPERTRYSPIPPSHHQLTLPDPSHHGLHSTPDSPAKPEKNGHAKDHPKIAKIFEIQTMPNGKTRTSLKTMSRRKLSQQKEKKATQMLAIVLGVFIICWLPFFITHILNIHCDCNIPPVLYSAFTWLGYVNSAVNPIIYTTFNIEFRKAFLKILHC
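Tetracycline-induced Hek293 Trex D2 cells, force-coupled to calcium, loaded with no-wash calcium dye. Compound added with 180 s kinetic read for agonism, then EC20 dopamine and a further 180 s read for potentiation.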
D1 antagonist: Antagonist of Human D 1 Dopamine Receptor: qHTS; actives 3.2% (n = 360,000); D(1A) dopamine receptor (Homo sapiens), P21728; activity change, negative = inhibition, % at 10 µM; AID 504652, 2011; HEK293 TREx D1 cells, calcium flux, dopamine EC80; hits give low values; in the data active = activity change below about -30%; also: % is scaled to controls: 0 for no effect and ±100 for the full control effect
Target sequence (P21728 whole entry, looked up): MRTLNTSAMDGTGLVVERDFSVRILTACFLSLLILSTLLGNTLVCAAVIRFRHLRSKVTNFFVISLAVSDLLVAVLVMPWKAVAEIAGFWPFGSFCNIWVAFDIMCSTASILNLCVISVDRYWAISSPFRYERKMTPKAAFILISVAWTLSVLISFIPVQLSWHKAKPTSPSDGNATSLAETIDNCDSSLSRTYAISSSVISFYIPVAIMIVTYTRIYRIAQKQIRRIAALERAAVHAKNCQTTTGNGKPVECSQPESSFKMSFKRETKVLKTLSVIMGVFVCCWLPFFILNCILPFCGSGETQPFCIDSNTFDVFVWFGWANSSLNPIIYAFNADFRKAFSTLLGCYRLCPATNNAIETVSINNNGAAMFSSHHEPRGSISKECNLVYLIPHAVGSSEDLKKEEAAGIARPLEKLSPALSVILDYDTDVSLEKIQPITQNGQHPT
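Calcium flux readout: force-coupled, inducible Hek293 Trex D1 line, cells induced overnight at 30 C with tetracycline, dye-loaded 30–90 min at RT. Antagonism scored against EC80 dopamine challenge given 180 s after compound.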
RXFP1 ag: qHTS Assay for Agonists of the Relaxin Receptor RXFP1; Relaxin receptor 1 (Homo sapiens), Q9HBX9; HEK293T-RXFP1 cAMP TR-FRET, 30 min; response scale: percent of porcine relaxin response, buffer zero; Potency, µM (series often up to 57.5 µM), for the others: at the top dose activation, usual class: activators; actives 0.3% (n = 370,000); also: potency is read from the fitted curve at half-maximal effect; % is scaled to controls: 0 for no effect and ±100 for the full control effect; nearly all actives have a fitted effect of over 60% in size; many of its hits are not listed in these tables
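HEK293T cells stably expressing RXFP1 were pretreated with the PDE4 inhibitor Ro 20174, exposed to compounds for 30 min at 37C, lysed, and cAMP was read by TR-FRET. Data normalized to buffer (basal) and 29 nM porcine relaxin (100%).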
D1 ag: Allosteric Agonists of the Human D1 Dopamine Receptor: qHTS; activation, % at 2 µM; actives 1% (n = 360,000); HEK293 T-REx D1 cells, calcium flux, agonist mode; in the data active = activation above about 30%; also: 0% is about no effect
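Tetracycline-induced HEK293 TREx D1 cells, force-coupled to calcium signalling, were dye-loaded with a no-wash calcium kit. Compound was pin-added after a 10 s baseline. Fluorescence was read kinetically at 1 cycle/s for 180 s, with calcium rises flagged as agonism.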
D1 PAM: Potentiators of Human D1 Dopamine Receptor: qHTS | actives 0.036% (n = 360,000) | D(1A) dopamine receptor (Homo sapiens), P21728 | HEK293 TREx D1 cells, calcium flux, dopamine EC20 potentiation | potentiation, % at 10 µM; in the data active = potentiation above about 30%; also: 0% is about no effect
LDHA inh: qHTS assay for inhibitors of human lactate dehydrogenase. L-lactate dehydrogenase A chain (Homo sapiens), P00338. actives 0.15% (n = 480,000). activity change, % (values are at about 110 or 230 µM). purified LDHA, NADH/diaphorase-resazurin fluorescence; hits give low values; in the data active = activity change below about -30%; inconclusive = mostly about -25% to -30%;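 also: plate controls were DMSO wells for no effect and wells without enzyme for full effect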
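Human LDH5 at 2 nM final in Tris HCl pH 7.4 with 0.06 mM NADH and 0.2 mM pyruvate, reacted 5 minutes at room temperature. Remaining NADH coupled via diaphorase/resazurin; resorufin fluorescence read at 0 and 20 minutes, normalized to enzyme-free and DMSO wells.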
Vif-A3G inh: qHTS for Inhibitors of Vif-A3G Interactions: qHTS. DNA dC->dU-editing enzyme APOBEC-3G (Homo sapiens), Q9HC16. HeLa A3G-eYFP + Vif (tagged APOBEC3G with the HIV-1 protein that degrades it), YFP fluorescence, overnight. Potency, µM (series often up to 46.1 µM), for inactives: at the top dose activity, negative = active, usual class: inhibitors. actives 0.076% (n = 410,000). AID 602310, 2012;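 also: potency is read from the fitted curve at half-maximal effect; % is scaled to controls: 0 for no effect and ±100 for the full control effect; nearly all actives have a fitted effect of over 60% in size; hits raise eYFP signal because A3G escapes Vif-driven loss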
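Read-out is eYFP fluorescence (Ex 488/Em 500-530) from Vif-expressing HeLa A3G-eYFP cells; more signal means A3G escaped Vif-mediated degradation. Cells plated overnight, compound pinned in, incubated overnight at 37 deg C.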
Vif-A3F inh: qHTS for Inhibitors of Vif-A3F Interactions: qHTS. actives 0.2% (n = 390,000). AID 602313, 2012. Potency, µM (titrated, usually from 46.1 µM), inactives show at the highest dose activity, negative = active. HeLa A3F-eYFP + Vif (tagged APOBEC3F with the HIV-1 protein that degrades it), YFP fluorescence increase; also: potency is read from the fitted curve at half-maximal effect; % of control where 0% means no effect; nearly all actives have a fitted effect of over 65% in size
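HeLa cells stably expressing A3F-eYFP plus Vif, plated and incubated overnight at 37 deg C, then exposed to compounds overnight at 37 deg C. Blocked degradation read as raised yellow fluorescence (Ex 488/Em 500-530).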
* hit, by the source's call; u = inconclusive; x = not tested or not shown; & = joins results of further samples. Unless noted, calls follow the shape of the dose curve; as a rule, active = well fitted curve in the direction sought with a large enough effect; inconclusive = small, poorly fitted or top-dose-only effect, or another doubt; inactive = no such curve, though single readings can be large; an effect the other way counts as inactive or inconclusive.

SMILES	Glioma ERSR ind	D2 potentiator	D1 antagonist	RXFP1 ag	D1 ag	D1 PAM	LDHA inh	Vif-A3G inh	Vif-A3F inh
CCOc1ccc(-c2cc(C(=O)N3CCN(c4cccc(C)c4)C(C)C3)c3ccccc3n2)cc1 (centres undefined)	0%	15	7	3.0%	0	-2	2	-12%	-8%
O=C(NCc1ccco1)C1CC(c2ccc(F)cc2)=NO1 (centres undefined)	1%	x	3	-0.3%	0	1	-9	1%	-8%
CCOC(=O)/C(=N\Nc1ncnc2ccccc12)c1ccc(OC)cc1	-12%	-9	-4	11%	4	1	-7	1%	u
Cc1cccc(NC(=O)CSc2nnc(-c3ccc(S(=O)(=O)N4CCOCC4)cc3)n2C)c1	-1%	-3	-19	0.3%	-1	0	-16	-1%	0%
COC(=O)c1ccc(-c2ccco2)n1Cc1cccc(C)c1	4%	10	4	-1.9%	2	-3	5	-15%	-9%
CCOc1ccc(CNC(=O)c2ccc3c(c2)nc2n3CCOC2)cc1OC	-5%	5	7	-0.6%	3	-2	-2	0%	2%
O=C(Nc1cccnc1Cl)c1cc(-c2ccc(O)cc2)on1	-2%	-7	-10	0.0%	1	-5	-7	-1%	5%
COc1ccc(Nc2nc3c(S(=O)(=O)c4ccc(Br)cc4)nnn3c3ccsc23)c(OC)c1	3%	-7	-7	17%	1	-4	1	1%	2%
CCOc1cc(C(=O)O/N=C(\N)c2ccccn2)cc(OCC)c1OCC	8%	12	-7	-0.9%	1	1	-1	-10%	3%
CCn1c(=O)n(CCOC)c(=O)c2c3c(sc21)CCCC3	-5%	7	-10	0.7%	1	3	3	-4%	-2%
NC(=O)CC(NC(=O)c1ccccc1)c1ccc(NC2CCC2)c([N+](=O)[O-])c1 (centres undefined)	-3%	0	7	0.3%	4	2	-7	-2%	2%
Cc1c(N=O)c(-c2ccccc2)n(O)[n+]1[O-]	2%	x	x	x	x	x	-3	0%	-1%
Cc1cc(C)nc(Nc2n[nH]c(-c3ccc(N)cc3)n2)n1	-3%	-7	-3	-1.5%	2	-5	0	0%	6%
O=C(COC(=O)/C=C/c1ccc(Br)o1)Nc1cccc(S(=O)(=O)N2CCOCC2)c1	-4%	x	x	x	x	x	4	-2%	-15%
Cn1c(SCC(=O)NCC2CCCO2)ncc(C(=O)Nc2ccc(Cl)cc2)c1=O (centres undefined)	10%	4	-8	3.7%	6	0	-4	-1%	1%
CCOC(=O)N1CCC(NC(=O)C2CCN(S(=O)(=O)c3ccc4c(c3)oc(=O)n4C)CC2)CC1	1%	6	7	-1.7%	-2	4	-1	-2%	0%
CCOc1ccc(-c2nc(-c3ccccc3C)no2)cc1	x	x	10	-1.2%	5	4	x	x	x
Cc1nnc2sc(-c3ccco3)nn12	-1%	2	-3	3.9%	1	4	-12	-6%	-7%
Cc1ccc(C)c(OCc2ccc(C(=O)NN)o2)c1	-1%	-1	-9	-2.5%	3	1	-4	1%	-2%
C/C(=N/OC(=O)c1ccccc1Br)c1ccc(C)cc1	8%	-1	-13	0.4%	1	-10	-4	-1%	5%
CCOc1ccccc1C(=O)Nc1ccc(S(=O)(=O)N(Cc2ccccc2)c2ccccc2)cc1	-2%	10	-2	3.8%	3	0	0	3%	1%
O=C(Nc1nccs1)c1ccc2ccccc2n1	-4%	12	-8	0.3%	5	10	-6	2%	-1%
COc1c(C)cc(C(=O)C2CCCN(S(=O)(=O)c3c(C)noc3C)C2)cc1C (centres undefined)	-2%	9	13	-1.3%	7	-2	-2	1%	-2%
COC(=O)Cn1cc(C(=O)C(F)(F)F)c2ccccc21	4%	9	-6	0.6%	0	-10	-1	-1%	-21%
Cc1cccc(C=Nc2ccccc2C(N)=O)c1	6%	5	-1	1.9%	4	-5	-9	10µM*	-15%
O=C(COc1ccccc1Cl)Nc1ccccc1C(=O)N1CCOCC1	2%	-8	-13	-0.3%	1	-2	-4	6%	9%
Cc1ccc(SCCNC(=O)c2ccc(C)c(S(=O)(=O)Nc3cccc(C)c3)c2)cc1	-5%	5	6	0.3%	4	1	2	2%	-16%
N[C@@H](Cc1ccc(O)cc1)c1nnc([C@H](CC(=O)O)NC(=O)C2CCNCC2)o1	-5%	-1	4	-2.7%	-4	0	-9	-1%	1%
CCc1ccc(NCc2cc3cc4c(cc3n(CC(=O)Nc3ccccc3Cl)c2=O)OCO4)cc1	-1%	-2	-18	15%	66*	-2	15	0%	-19%
COc1ccc(CCNS(=O)(=O)c2ccc3c(c2)CC(C)N3C(=O)C2CCC2)cc1OC (centres undefined)	-2%	1	-6	1.9%	5	-1	0	-3%	-2%
CC(C)Cc1ccc(S(=O)(=O)Nc2cc3c(cc2N2CCOCC2)n(C)c(=O)c(=O)n3C)cc1	4%	-5	20	11%	0	0	10	-3%	-7%
O=C(COc1ccc(S(=O)(=O)N2CCCC2)cc1)Nc1ccc(F)cc1	-4%	-4	-7	0.3%	1	0	-2	-4%	10%
Cc1cc(C)nc(/N=C(\N)Nc2ccccc2-c2ccccc2)n1	-6%	1	-30	-0.8%	10	-6	-8	-5%	-2%
CCc1ccc(C2CC(c3ccccc3)n3ncnc3N2)cc1 (centres undefined)	-1%	0	5	0.5%	0	-6	-2	-8%	-2%
O=S(=O)(Nc1nc(SCc2ccc(Cl)cc2)n[nH]1)c1ccccc1	-2%	0	17	3.0%	14	2	-6	0%	-9%
CCOC(=O)c1csc(CCNC(=O)c2oc3c(Cl)cc(C)cc3c2C)n1	-2%	0	-6	-2.3%	2	-1	-7	1%	-4%
O=C(c1c(F)cccc1F)N1CCN(CCOc2ccccc2)CC1	-5%	-9	-2	1.7%	1	6	-4	3%	1%
CC1CCCCC1NC(=O)COC(=O)c1cc(=O)[nH]c2ccccc12 (centres undefined)	-3%	x	x	x	x	x	-5	0%	-17%
CN(C)CCOC(=O)COc1ccc(Cl)cc1	-1%&-2%&-4%&-3%	7	12	-1.6%	0	-5	-2	3%	4%
CCn1c(N2CCN(CC(=O)c3ccc(OC)cc3)CC2)nc2ccccc21	-6%	-3	-50*	-1.5%	-1	-3	-6	2%	-3%
COc1ccc2cc(S(=O)(=O)N3CCCC(C)C3)ccc2c1 (centres undefined)	-2%	-3	-11	0.0%	2	-5	0	5%	-8%
O=C(NCCCn1ccnc1)c1cc(-c2ccc3c(c2)OCO3)on1	-1%	x	-18	-1.1%	1	-8	1	4%	2%
Cn1c(SCc2ccccc2)nnc1-c1ccncc1	1%	11	-9	0.9%	1	-3	-4	0%	2%
CCc1cc(=O)oc2cc(OCC(=O)NCCCn3ccnc3)ccc12	-5%	3	-37*	0.1%	3	-3	-7&-6	1%	10%
CC(C)CCN(C(=O)C1CSC2(C)CCC(=O)N12)c1c(N)n(Cc2ccccc2)c(=O)[nH]c1=O (centres undefined)	-3%	-1	-4	1.0%	-1	-3	-6	0%	-4%
COc1cccc(-c2ncc3ccccc3c2COC(=O)N2CCOCC2)c1	-2%	0	x	1.4%	-3	-3	-5	-3%	-2%
Cc1n[nH]c(=S)n1/N=C/c1ccccc1	2%	-11	-13	3.1%	5	3	-8	1%	-13%
O=c1c(-c2ccc(O)cc2O)coc2cc(O)cc(O)c12	4%	7	-7	-0.4%	-3	-2	7	-11%	-8%
COc1ccccc1N(C(=O)Cn1nnc(-c2ccc(C)o2)n1)C(C(=O)NC1CCCC1)c1ccncc1 (centres undefined)	-1%	-4	3	-4.4%	4	1	-10	1%	1%
Cc1ccc(S(=O)(=O)NCCC(=O)OCC(=O)N2CCCC2=O)cc1	-1%	-3	-4	0.2%	1	-4	-9	-4%	-3%

Further results follow.
SMILES	Glioma ERSR ind	D2 potentiator	D1 antagonist	RXFP1 ag	D1 ag	D1 PAM	LDHA inh	Vif-A3G inh	Vif-A3F inh
O=C(Nc1cccnc1)c1c(O)c2cccc3c2n(c1=O)CC3	-2%	x	4	0.3%	2	3	-6	-5%	-1%
O=C(NC1CCCCC1)c1cc(-c2ccco2)on1	-1%	1	-3	2.9%	0	0	1	0%	-4%
COc1ccc(OC)c(NC(=O)c2ccc(CSc3nnc(C)s3)cc2)c1	1%	-5	-7	0.2%	2	-1	-4	-1%	-4%
O=C(Nc1ccccc1)C1=C[C@H](C2CCCCC2)C[C@H](OCc2ccc(CO)cc2)O1	-2%	-5	-13	-0.1%	2	2	1	-3%	-7%
Cc1c(C(=O)NNc2c(Cl)cccc2Cl)n(C)oc1=O	-5%	5	-4	-1.6%	4	3	0	3%	-10%
CC(C)Cc1nc2sc3c(=O)n(N)cnc3c2c2c1COC(C)(C)C2	-4%	23	8	-0.7%	-1	-6	0	0%	-2%
Cc1c(C(=O)O)sc2ncn(C)c(=O)c12	-3%	26	-3	5.3%	-1	1	-1	2%	-4%
OCCN(CCO)CC(O)COc1ccc(C23CC4CC(CC(C4)C2)C3)cc1 (centres undefined)	-7%	x	23	2.1%	31*	2	2&5	-9%	4%
Cc1cc(NC(=S)N(CCN2CCOCC2)Cc2ccccc2F)ccc1Cl	-3%	-4	2	2.0%	2	-12	-3	-4%	-6%

A portion of the library, so the mix of outcomes need not match the whole.
